# Screening results (PubChem BioAssay)
# HIF-2a inh: HIF-2a inhibition; 786-0 RCC cells HIF-2a reporter, luciferase luminescence, overnight; 0.72% of 360,000 active; AID 624352; inhibition, % at 18.8 µM;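 active = inhibition of the luminescence signal of 40% or more relative to plate controls, in a single-dose primary screen at 18.75 µM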
# aDG glyco act: alpha-DG glycosylation activation; Pro5-aDG cells, alpha-DG glycosylation AlphaScreen (IIH6); 0% Pro5, 100% B10-LARGE cell signal; 0.22% of 360,000 active; activation, % at 10 µM;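 active = activation of at least 8% versus controls, or a plate z-score of at least 8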;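 note: Pro5 are CHO cells carrying HIG-tagged alpha-DG that lacks glycosylation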
# KKLEB cytotox: CF airway cell cytotoxicity counter-screen | KKLEB CF airway cells viability, ATPlite luminescence, overnight; stronger effect = lower value; cells stimulated with P. aeruginosa culture filtrate | activity change (cytotoxicity), % at 5 µM | 0.36% of 360,000 active | AID 602141;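 active = corrected activity change at or below -50% at 5 µM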
# NR2E3 ag-1: human photoreceptor-specific nuclear receptor agonism; Q9Y5X4; CHO-S Gal4-NCOR/VP16-NR2E3 two-hybrid, luciferase; inhibition of corepressor binding, % at 3.98 µM; 0.35% of 360,000 active; AID 602229;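 active = inhibition above the mean of all tested compounds plus 3 SD, cut at about 70% in these data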;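 note: 0% = DMSO with NR2E3 transfected cells and 100% = cells lacking NR2E3 construct; higher means lower luciferase signal from less NR2E3 corepressor binding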
# Target sequence (Q9Y5X4 whole entry, looked up, the tested form may be a part): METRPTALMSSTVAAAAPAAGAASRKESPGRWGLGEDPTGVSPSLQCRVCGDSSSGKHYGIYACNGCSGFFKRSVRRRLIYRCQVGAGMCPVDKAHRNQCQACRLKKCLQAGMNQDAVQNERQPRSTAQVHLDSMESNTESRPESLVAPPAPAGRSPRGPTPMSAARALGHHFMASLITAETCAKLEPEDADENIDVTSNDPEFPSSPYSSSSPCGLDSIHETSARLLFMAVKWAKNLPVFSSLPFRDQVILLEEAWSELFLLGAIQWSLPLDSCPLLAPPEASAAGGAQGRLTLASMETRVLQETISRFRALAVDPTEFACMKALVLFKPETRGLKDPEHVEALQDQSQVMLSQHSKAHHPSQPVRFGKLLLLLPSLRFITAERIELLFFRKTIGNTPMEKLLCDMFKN
# CF NFkB inh: blocks PAF-induced NF-kB reporter in cystic fibrosis cells | KKLEB NF-kB-GFP reporter, GFP fluorescence overnight | AID 588850 | 0.86% of 360,000 active | inhibition, % at 5 µM;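 active = at least 50% inhibition at 5 µM, scaled per plate between neutral and stimulator controls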;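 note: PAF is a Pseudomonas aeruginosa culture filtrate used as stimulus; plate controls were PAF-stimulated DMSO wells for no effect and unstimulated DMSO wells for full effect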
# NR2E3 ag-2: agonists of human nuclear receptor NR2E3. GST-NR2E3/biotin-RetCOR TR-FRET, 1536-well. inhibition of corepressor binding, % at 4.78 µM. 0.12% of 320,000 active. AID 2300;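 active = percent inhibition above the cutoff of mean plus 3 SD of all tested compounds, set per screening campaign, cut at about 20% in these data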;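 note: 0% = DMSO wells and 100% = biotin wells as full block of FRET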
#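 Material: NR2E3–RetCOR corepressor complex / Amount: 1.35 nM GST-NR2E3 / Medium: Tris pH 7.5 / Compound: single nominal compound dose of 4.8 µM / Incubation: 5 h at 4 °C / Technique: TR-FRET, Eu(K)-anti-GST donor, streptavidin-D2 acceptor, ex 340, em 617/671 nm / Read-out basis: percent loss of FRET ratio relative to control wells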
# Shn3 inh set2: Schnurri-3 reporter inhibition in Clone20 osteoblasts; Clone20 osteoblast Shn3 3'UTR firefly luciferase, 24 h; inhibition, % at 12.5 µM; 0.52% of 360,000 active;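 active = mean inhibition of at least 75% with every replicate also reaching 75%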;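 note: 0% = median of neutral control wells and 100% = pilot-screen positive control compound; some compounds past the cut are filed as inactive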
# MITF TRPM1 inh: reduces MITF-dependent TRPM1 promoter luciferase signal. 0.83% of 330,000 active. AID 488899. SK-MEL-5 TRPM1 promoter luciferase, 24 h. inhibition, % at 12.5 µM;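 active = mean inhibition across replicates of 60% or more, whatever share of single replicates reaches that level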; note: values of inactives mirror those of a sister screen read the other way
# TWEAK-Fn14 inh: inhibitors of TWEAK-Fn14 interaction signaling. TWEAK-stimulated Fn14 reporter cells, luciferase luminescence, 8 h. inhibition, % at 10 µM. 2% of 360,000 active. AID 1159606; in the data active = inhibition above about 50%
# iPSC survival up: enhancers of human iPSC single-cell survival; 0.044% of 360,000 active; survival enhancement, % at 20 µM; AID 602274; hiPSC single-cell survival, ATPlite luminescence; 100% = ROCK inhibitor wells, 0% = DMSO; in the data active = survival enhancement above about 18%;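 note: cells exposed to compounds for 16 hours before the ATP read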
# Peg3 promoter: Peg3 promoter activity inhibition; HeLa PEG-Prom luciferase reporter, luminescence, overnight; inhibition, % at 20 µM; 1.7% of 360,000 active;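 active = inhibition of at least 50% at 20 µM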
# The depositor's hits bear a star; / = not tested or not shown.
SMILES,HIF-2a inh,aDG glyco act,KKLEB cytotox,NR2E3 ag-1,CF NFkB inh,NR2E3 ag-2,Shn3 inh set2,MITF TRPM1 inh,TWEAK-Fn14 inh,iPSC survival up,Peg3 promoter
COC(=O)Nc1c(-c2ccccc2)nc2ccccn12,13,0.1,-17,5,10,1,-4,1,13,3.2,2
COc1ccccc1N(CC(=O)N/N=C(\C)c1ccc(F)cc1)S(=O)(=O)c1ccccc1,3,0.2,10,6,-5,0,-14,/,-14,2.6,8
O=C(O)CCC(=O)Nc1cccc(C(=O)c2ccccc2)c1,11,-0.2,13,-8,-35,3,-5,1,5,-0.1,9
CCOc1ccc(C(=O)NC2CCN(CC(=O)NCc3cccs3)CC2)cc1,-1,-0.2,-3,15,18,-4,5,-20,-16,-0.9,14
COc1ccc(-c2nc(NC(C)=O)sc2-c2ccc(OC)cc2)cc1,20,1.3,6,-19,-27,3,4,5,17,0.1,37
O=C(OCCN1CCCCC1)c1ccc(Cl)cc1,-3,-0.3,2,17,3,-1,4,5,-13,1.6,3
COCCn1c(SCC(=O)Nc2ccccc2OC)nnc1-c1ccco1,6,-0.1,0,-25,7,3,4,23,-5,-0.1,8
O=C(CSCc1ccccc1)Nc1nccs1,-24,0.0,0,-8,0,1,2,0,-3,0.7,-2
COC(=O)C(Cc1ccccc1)NC(=O)CC(C)CC(=O)Nc1ccc(C)cc1 (stereo not given),17,0.1,8,-16,13,-3,-22,0,-3,-0.7,7
COc1ccccc1C(CNC(=O)c1ccc(S(=O)(=O)N2CCCCC2)cc1)N(C)C (stereo not given),1,0.3,0,12,-3,-1,8,-12,-5,-0.1,5
CNC(=O)NC(=O)CSc1nc2ccccc2n1CCOC,1,-0.4,0,-12,4,-1,11,1,-5,-1.5,16
COc1ccc(C)cc1S(=O)(=O)N1CCN(C(=O)c2ncoc2-c2cccc(C)c2)CC1,16,0.0,4,-14,1,2,11,/,5,-0.4,13
CCOC(=O)Nc1nnc(-c2ccccc2OC)s1,-107,0.7,5,-36,-8,-3,-29,-9,-31,3.4,-80
COc1cccc(NC(=O)CN(C)C(=O)c2cccnc2Nc2cccc(C(F)(F)F)c2)c1,9,0.0,-8,3,-18,2,31,28,26,-0.3,69*
c1ccc(CNn2nnnc2-c2ccccc2)cc1,3,-0.1,-9,-12,-5,1,-13,0,5,-0.6,11
CC(C)NC(=O)C1CCN(C2CCN(C(=O)c3scc4c3CCCC4)CC2)CC1,-4,-0.1,12,-4,-8,-3,5,/,-27,-1.1,-24
CSc1ccc(/C=C(/NC(=O)c2ccco2)C(=O)NCc2ccco2)cc1,18,2.3,-1,10,-14,/,-3,-3,-2,0.2,-12
COc1ccccc1CNS(=O)(=O)c1ccc(-c2cc(C)no2)cc1,15,0.1,-19,38,32,1,19,34,10,0.3,-10
COc1ccc(Cl)cc1NC(=S)N(CCN1CCOCC1)C1CCN(C(C)=O)CC1,11,0.0,-3,-8,10,-1,-3,6,-10,0.6,8
COc1ccc(NC(=O)CSc2ncn(-c3ccccc3)n2)cc1Cl,-35,0.2,10,0,-20,2,-12,3,-19,0.5,-9
O=c1ccc(/C=C/c2ccccc2)nn1Cc1ccc(F)cc1,5,-0.1,-6,-7,4,-1,9,12,5,-0.2,8
O=c1[nH]c(C2CCCN(S(=O)(=O)Cc3ccccc3)C2)nc2c1nnn2Cc1cccc(Cl)c1 (stereo not given),11,0.0,-12,7,-4,1,13,-1,4,-0.2,6
CNC(=O)c1csc(-c2cccs2)n1,-22,0.5,-1,-29,9,3,-22,-13,0,-0.6,-43
CNC(=S)NNC(=O)c1sc2cc(C(F)(F)F)cnc2c1-c1ccccn1,18,-0.1,8,-2,-4,1,-2,-8,7,-2.3,-4
Cc1cc(NC(=O)CSc2nnc(C3CC3)n2Cc2ccccc2)no1,8,-0.1,1,-9,-18,1,-1,-8,-1,2.6,0
C/C(CS(=O)(=O)c1ccccc1)=N\O,16,-0.3,2,9,0,1,6,16,1,-0.4,4
Cc1ccc(C(C(=O)NC(C)(C)C)N(Cc2ccc3c(c2)OCO3)C(=O)c2ccc(CN3CCOCC3)o2)o1 (stereo not given),9,-0.2,12,9,14,3,28,2,2,0.7,15
CCc1nc2ccc(C(=O)Nc3cc(-c4ccccc4)ccc3OC)cn2c1N(CC)CC(=O)N(C)C,-71,0.2,-18,7,17,/,-2,/,9,-1.6,-22
Cc1ccc(CN2CC(C(=O)Nc3ncc(C)s3)CC2=O)cc1 (stereo not given),20,-0.4,-2,83*,2,/,-10,0,8,0.7,-31
Cc1cc(C)c(OCC(=O)OCC(=O)NNC(=O)c2ccccc2F)c(C)c1,-5,-0.1,19,4,-4,-1,-5,4,5,-5.0,3
N#C/C(=C\c1ccccc1)c1n[nH]c(Cn2cncn2)n1,5,0.0,11,-3,-15,3,8,9,-15,1.6,4
CO/C=C/C#CC1(O)CCN(C)CC1,13,0.1,2,-1,1,1,-1,11,18,-1.4,-8
CCOc1cc(/C=C2/C(=O)ON=C2C)cc(Br)c1O,5,0.1,-2,-12,16,1,-17,22,17,0.6,17
O=C(Nc1ccc(N=Nc2ccccc2)c(NC(=O)C2CCCO2)c1)C1CCCO1 (stereo not given),-32,-0.8,4,-69,8,-3,-42,-9,24,-1.4,41
C[C@@H]1CC=C[C@@H]2[C@H]1C(=O)N(Cc1ccccc1)[C@H]2c1cccc(Br)c1,31,-0.1,-14,8,11,/,17,-21,12,3.9,20
O=[N+]([O-])c1ccc(CSc2nnc(SCc3ccc(Cl)cc3)s2)cc1,-9,-0.2,12,-4,0,3,18,-19,-24,1.1,2
Cc1ccccc1CSc1nnc(Cn2c(=O)sc3ccccc32)n1C,13,0.0,13,8,-4,0,0,-1,-2,0.3,16
COc1ccc(C)cc1S(=O)(=O)N(C)CC(=O)NCc1ccccn1,6,-0.1,-4,-13,6,5,-3,-4,29,0.3,2
O=c1ccc(OCCOc2ccccc2)nn1-c1ccccc1,17,0.1,-6,9,-2,-2,-18,-13,-27,3.4,6
COc1ccc(-c2c([C@H]3[C@H]4C=CC[C@@H](C)[C@@H]4C(=O)N3Cc3ccccc3)ccc3ccccc23)cc1OC,15,-0.4,-24,6,62*,-1,45,12,-12,-3.2,-2

# Entries of single compounds from above. Screens in order: HIF-2a inh | aDG glyco act | KKLEB cytotox | NR2E3 ag-1 | CF NFkB inh | NR2E3 ag-2 | Shn3 inh set2 | MITF TRPM1 inh | TWEAK-Fn14 inh | iPSC survival up | Peg3 promoter
# `N#C/C(=C\c1ccccc1)c1n[nH]c(Cn2cncn2)n1` is listed with 5 | 0.0 | 11 | -3 | -15 | 3 | 8 | 9 | -15 | 1.6 | 4
# `CNC(=S)NNC(=O)c1sc2cc(C(F)(F)F)cnc2c1-c1ccccn1` is listed with 18 | -0.1 | 8 | -2 | -4 | 1 | -2 | -8 | 7 | -2.3 | -4
# `O=[N+]([O-])c1ccc(CSc2nnc(SCc3ccc(Cl)cc3)s2)cc1` is listed with -9 | -0.2 | 12 | -4 | 0 | 3 | 18 | -19 | -24 | 1.1 | 2

# Additional results.
SMILES,HIF-2a inh,aDG glyco act,KKLEB cytotox,NR2E3 ag-1,CF NFkB inh,NR2E3 ag-2,Shn3 inh set2,MITF TRPM1 inh,TWEAK-Fn14 inh,iPSC survival up,Peg3 promoter
CCn1cc(Br)c(C(=O)NC(=S)Nc2ccc(C(=O)OC)cc2)n1,16,-0.1,0,-26,21,-1,20,6,-13,1.8,-166
Cc1cccc(OCCCCN2CCNCC2)c1,3,0.3,-14,-12,6,-1,-8,0,-9,-0.1,4
CN(c1cccc(F)c1)c1cc2c(c3c1ccn3C)C1CCC2O1 (stereo not given),1,0.1,6,-20,-4,/,3,/,-24,1.7,-13
CC(C)(C)NC(=O)c1cc2c(ccc3ccccc32)oc1=O,-174,0.4,17,2,-54,0,-20,-26,-51,0.2,-51
COCC(C)Nc1ncnc2c1cnn2-c1ccc(Cl)cc1 (stereo not given),-156,0.0,-2,-142,-14,3,-46,-68,57*,-2.6,-265
c1ccc(C2=Nc3cccnc3C(c3ccccc3)=NN2)cc1,-1,-0.1,0,-23,9,-3,-31,-5,-17,-0.1,-79
COCCNC(=O)C1CCN(S(=O)(=O)c2c(C)noc2/C=C/c2cccs2)CC1,10,0.0,12,-32,-6,-1,5,-1,-4,-0.6,-14
COc1cccc(NC(=O)Cn2c(=O)n(C)c(=O)c3sc4c(c32)COC(C)(C)C4)c1,-1,0.0,-4,-7,-12,3,7,-3,14,-0.5,3
C=CC[C@@H](CC(=O)N(CCO)Cc1ccccc1)C(=O)N[C@H](C)COC(=O)[C@@H](CC=C)Cc1ccc(F)cc1,2,0.4,14,-22,-8,/,1,14,4,-2.6,14
COc1ccc(CCNC(=O)c2cc3sccc3n2C)cc1OC,16,0.4,8,-16,9,7,18,2,-20,-0.4,-5
CCOC(=O)CSc1nc2c(sc(=S)n2Cc2ccco2)c(=O)n1-c1ccccc1,1,0.2,-10,-16,-7,2,14,3,10,0.4,21
COc1ccc(C(=O)N2N=C(c3ccccc3)CC2(O)C(F)(F)F)cc1 (stereo not given),11,1.0,8,-3,3,/,8,-1,9,3.0,9
COC(=O)c1ccccc1NC(=O)C1COc2ccccc2O1 (stereo not given),-190,-0.2,-8,-67,-2,-4,-34,-40,-13,-1.3,-93
CCOC(=O)c1cccc(NC(=O)CCNS(=O)(=O)c2cc(Br)cnc2N)c1,0,0.1,7,22,-1,1,20,-9,35,-0.4,20
COc1ccc(S(=O)(=O)N(C)CC(=O)NCCN2CCOCC2)cc1,6,0.0,-1,2,2,1,-6,7,3,-0.4,-12
O=C(Nc1ccccn1)C1CCN(C(=O)c2ccc(F)cc2)CC1,6,0.1,7,-1,-27,3,-2,-9,1,-0.6,5
CCN(C[C@H]1N[C@@](CC)(C(=O)OC)[C@H]2C(=O)N(Cc3ccccc3)C(=O)[C@@H]12)S(=O)(=O)c1ccc(F)cc1,14,0.0,10,-20,-4,/,-1,-7,-7,14,16
COCCN(C(=O)Cc1ccc(OC)c(OC)c1)c1nc(-c2cc(OC)ccc2OC)cs1,17,0.1,-6,2,8,/,30,5,-13,-0.1,19
O=C(Cc1n[nH]c(=O)c2ccccc12)OCC(=O)c1ccc2c(c1)OCCO2,11,0.0,-3,-3,-2,1,2,31,-21,1.4,-12
C/C(CC(=O)Nc1ccc(F)cc1)=N\NC(=O)COc1ccccc1,-36,0.0,2,-19,9,-1,-11,-3,4,-1.0,-9
CC(C)(CNC(=O)c1ccc(Cl)c(S(=O)(=O)N2CCc3ccccc3C2)c1)N1CCOCC1,17,1.6,-7,-8,8,4,82*,23,43,-2.6,15
COc1ccc(-n2cc(CNCCN3CCOC3=O)c(-c3ccccc3Cl)n2)cc1,5,1.8,-5,-22,15,0,11,-3,-12,-0.2,-1
CCn1cc(S(=O)(=O)NC(C)c2cc(OC)ccc2OC)cn1 (stereo not given),18,-0.3,3,8,7,-2,-3,10,-5,-0.2,16
